HP1b binding inh: inhibitors of HP1-beta chromodomain binding to methylated histone tails. P83916. AlphaScreen HP1-beta / biotin-H3K9me3 peptide binding. Potency, µM (series often up to 114 µM), inactives show at the top dose activity change, negative = inhibition, usual class: inhibitors. 390,000 compounds, 0.56% hits; note: potency is the fitted concentration of half-maximal effect; nearly all actives have a fitted effect of over 70% in size; inactives centre near 23
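AlphaScreen: HP1-beta (50 nM) preformed 30 min with biotin-H3(1-18)K9me3 peptide (50 nM) in PBS pH 7.4, 0.01% Tween-20. Compound added for 30 min at RT, then streptavidin donor/nickel chelate acceptor beads (10 ug/mL) for 30 min.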
PI4K2A block: blocks human PI4K2A kinase activity; Q9BTU6; purified PI4K2A, ADP-Glo luminescence, 1 h; stronger effect = lower value; activity change, negative = inhibition, % at 76.9 µM; 420,000 compounds, 0.13% hits; AID 1346378; in the data active = activity change below about -50%; inconclusive = mostly about -30% to -49%;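 note: -100% = wells without enzyme as full effect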
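In this quantitative HTS, ADP production by PI4K2A was quantified luminescently after 1 h at ambient temperature; 100 microM adenosine served as plate-quality control.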
TrxR1 substrate: is turned over as a substrate by rat TrxR1. O89049. purified TrxR1 substrate turnover, NADPH consumption readout. Potency, µM (series often up to 114 µM), for inactives: top-dose activity change, negative = substrate turnover. 390,000 compounds, 0.01% hits; note: potency is the fitted concentration of half-maximal effect; % is set by controls: 0 for no effect and ±100 for the full control effect; nearly all actives have a fitted effect of over 50% in size
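Rat TrxR1, dispensed at 90 nM, was prereduced with 400 uM NADPH (final) for 5 min at ~22 deg C, then incubated with compound 15 min before 400 uM selenite. A first-read NADPH fluorescence drop versus no-compound background flagged substrates.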
USP1-UAF1 inh: blocks the human USP1/UAF1 deubiquitinase complex; recombinant USP1/UAF1, Ub-Rhodamine cleavage fluorescence; Potency, µM (top dose mostly 57.1 µM), for inactives: top-dose activity change, negative = inhibition, most hits filed as inhibitors; 390,000 compounds, 0.23% hits; note: potency is the fitted concentration of half-maximal effect; % is set by controls: 0 for no effect and ±100 for the full control effect; nearly all actives have a fitted effect of over 60% in size; inactives centre near -12
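High-throughput fluorogenic screen: 1nM USP1/UAF1 complex, Ub-Rho substrate 150nM final, 50mM HEPES pH 7.8 with 0.5mM EDTA, 0.1 mg/ml BSA, 1mM TCEP and 0.01% Tween-20.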
IDH1 R132H inh: inhibitors of human mutant IDH1 R132H; O75874; IDH1-R132H enzyme, NADPH consumption, diaphorase/resazurin fluorescence; Potency, µM (titrated, usually from 76.6 µM), for inactives: at the highest dose activity change, negative = inhibition, most hits filed as inhibitors; 390,000 compounds, 0.093% hits; note: potency is the fitted concentration of half-maximal effect; % is set by controls: 0 for no effect and ±100 for the full control effect; nearly all actives have a fitted effect of over 65% in size
Target sequence (O75874 whole entry R132H, stated change not applied): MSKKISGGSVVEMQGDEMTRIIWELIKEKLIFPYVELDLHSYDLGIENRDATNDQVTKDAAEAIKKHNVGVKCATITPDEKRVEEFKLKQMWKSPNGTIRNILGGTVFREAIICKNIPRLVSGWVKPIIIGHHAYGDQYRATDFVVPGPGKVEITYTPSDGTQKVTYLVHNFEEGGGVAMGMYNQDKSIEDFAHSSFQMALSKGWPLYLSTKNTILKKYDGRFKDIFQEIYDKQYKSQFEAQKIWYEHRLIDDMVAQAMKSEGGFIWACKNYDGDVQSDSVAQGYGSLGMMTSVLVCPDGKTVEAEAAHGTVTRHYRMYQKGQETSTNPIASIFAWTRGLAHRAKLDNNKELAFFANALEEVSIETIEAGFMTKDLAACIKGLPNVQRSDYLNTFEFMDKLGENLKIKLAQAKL
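IDH1-R132H (0.5 ug/mL) preincubated 30 min with compound, then NADPH (0.016 mM) and alpha-KG (2 mM) added; 80 min at RT, pH 7.5. Remaining NADPH coupled via diaphorase/resazurin to fluorescence (540/590 nm); concentration-response curves normalized to no-enzyme control.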
TrxR1 inh: blocks rat thioredoxin reductase 1; AID 588453; Potency, µM (doses to about 114 µM), for inactives: at the highest dose activity change, negative = inhibition, usual class: inhibitors; recombinant rTrxR1, NADPH fluorescence consumption, selenite substrate; 390,000 compounds, 1% hits; note: potency is the fitted concentration of half-maximal effect; % is set by controls: 0 for no effect and ±100 for the full control effect; nearly all actives have a fitted effect of over 65% in size
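Rat TrxR1 (90 nM in the dispensed reagent) was pre-reduced with 400 uM NADPH for 5 min at room temperature, then incubated with compound for 15 min. After 400 uM selenite was added, NADPH fluorescence (Ex 340/Em 450 nm) was followed for 8 min.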
Pin1 inh: blocks the human prolyl isomerase Pin1; 390,000 compounds, 0.009% hits; Potency, µM (highest dose often 115 µM), without a hit: top-dose activity, negative = inhibition, most hits filed as inhibitors; AID 504891; Q13526; Pin1 FP peptide displacement, HiFluor488, 10 min; active = well fitted inhibition curve with a large enough effect in the polarisation, with a control signal flat, not every such curve was filed as active; inconclusive = small, poorly fitted or top-dose-only effect, or effect the other way, or a change in a side signal; inactive = no such curve, though single readings can be large or run the other way; the % refers to the polarisation; note: potency is the fitted concentration of half-maximal effect; % is set by controls: 0 for no effect and ±100 for the full control effect
Tb PGK inh: inhibitors of T. brucei phosphoglycerate kinase; P07378; PGK/GAPDH coupled, Kinase-Glo luminescence, 60 min; Potency, µM (doses to about 57.5 µM), inactives show top-dose activity change, negative = inhibition, actives largely listed as inhibitors; 380,000 compounds, 0.043% hits; note: potency is the fitted concentration of half-maximal effect; % is set by controls: 0 for no effect and ±100 for the full control effect; nearly all actives have a fitted effect of over 60% in size
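Recombinant glycosomal PGK reaction used 1,3-bisphosphoglycerate generated in-well by GAPDH (100nM final) in 100mM TEA pH 7.6, 5mM MgCl2, 0.01% Tween-20. After 60 minutes at room temperature, ATP was read by Kinase-Glo Plus luminescence end-point.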
GLS inhibitor: blocks human kidney-isoform glutaminase activity. O94925. GLS enzymatic activity, qHTS titration. Potency, µM (titrated, usually from 45.5 µM), for the others: at the top dose activity change, negative = inhibition, most hits filed as inhibitors. 410,000 compounds, 0.21% hits. AID 624170; note: potency is the fitted concentration of half-maximal effect; % is set by controls: 0 for no effect and ±100 for the full control effect
Target sequence (O94925 whole entry, looked up, canonical isoform): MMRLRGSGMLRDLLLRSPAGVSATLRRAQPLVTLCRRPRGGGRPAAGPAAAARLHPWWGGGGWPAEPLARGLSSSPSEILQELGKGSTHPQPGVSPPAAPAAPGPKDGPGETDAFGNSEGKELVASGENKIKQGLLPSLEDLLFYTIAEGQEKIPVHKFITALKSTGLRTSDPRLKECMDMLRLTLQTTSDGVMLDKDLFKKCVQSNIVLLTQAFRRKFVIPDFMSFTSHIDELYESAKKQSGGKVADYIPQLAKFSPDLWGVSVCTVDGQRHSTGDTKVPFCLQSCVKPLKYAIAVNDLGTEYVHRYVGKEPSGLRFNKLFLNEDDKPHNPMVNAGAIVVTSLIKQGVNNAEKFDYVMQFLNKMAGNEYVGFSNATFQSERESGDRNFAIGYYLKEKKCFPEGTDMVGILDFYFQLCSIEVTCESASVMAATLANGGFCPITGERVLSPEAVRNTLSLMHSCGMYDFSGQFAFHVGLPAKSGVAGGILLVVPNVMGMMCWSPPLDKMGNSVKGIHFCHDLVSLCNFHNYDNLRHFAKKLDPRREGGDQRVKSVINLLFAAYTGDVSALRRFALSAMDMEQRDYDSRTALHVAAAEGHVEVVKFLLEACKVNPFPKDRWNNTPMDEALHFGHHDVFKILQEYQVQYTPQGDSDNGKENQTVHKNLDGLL
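Enzyme dispensed in phosphate buffer (45 mM, pH 8.2, 0.02% Tween-20), compounds pinned in, then 1 mM L-glutamine solution and the glutamate oxidase–HRP–Amplex Red mix added; fluorescence read immediately and again after 30 min at room temperature.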
* hit, by the source's call; i = inactive; ? = inconclusive; nt = no result given; [ ] = remark or other dose. Unless noted, calls come from the whole dose curve; as a rule, active = well fitted curve in the direction sought with a large enough effect; inconclusive = small, poorly fitted or top-dose-only effect, or another doubt; inactive = no such curve, though single readings can be large; an effect the other way counts as inactive or inconclusive. The list is partial. The share of hits here may be higher or lower than overall.

The line under a structure holds: HP1b binding inh, PI4K2A block, TrxR1 substrate, USP1-UAF1 inh, IDH1 R132H inh, TrxR1 inh, Pin1 inh, Tb PGK inh, GLS inhibitor
O=S(=O)(NCCCc1ccccc1)c1ccc(F)c(F)c1
    6%, 4, -9%, -4%, 10%, 8%, -2%, i, 0%
CCCC12C(=O)C(C)(C(c3ccccc3)=C1c1ccccc1)C1C(=O)N(c3ccc(C)cc3)C(=O)C12 (centres undefined)
    1%, 1, -10%, -21%, 4%, -6%, -7%, -2%, 0%
Cc1c(N=C2SC(CC(=O)Nc3ccccc3)C(=O)N2CCN2CCOCC2)c(=O)n(-c2ccccc2)n1C (centres undefined)
    50%[activator], -9, -14%[57.1 µM], -7%, 6%, 30%[57.1 µM], -4%, -1%, 2%
CCC(=O)N1CCc2cc(-c3csc(NC(=O)c4ccco4)n3)ccc21
    28%, 1, 5%, -8%, 18%, 10%, 15%, -7%, -3%
CCCCn1nnnc1SCC(=O)N1CCOCC1
    27%, -3, 7%[57.1 µM], -10%, 8%, 9%[57.1 µM], -6%, -7%, -13%
COCc1nnc(NC(=O)c2ccc(OC)cc2OC)s1
    22%[57 µM], 0, 0%, -10%, 6%, 18%, 2%, i, 0%
CC1CCCC(NC(=O)COC(=O)c2cc(S(=O)(=O)N3CCCCC3)ccc2N2CCOCC2)C1C (centres undefined)
    32%, 0, -6%, -24%, 4%, -8%, -4%, i, -7%
CC(=O)Nc1ccc(NC(=O)CN(c2cccc([N+](=O)[O-])c2)S(C)(=O)=O)cc1
    45%[activator], 2, -3%, -17%, 0%, -3%, 23%, -1%, 3%
CCOc1ccccc1CNS(=O)(=O)c1ccc2[nH]c(=O)sc2c1
    37%, -6, 8%[57.1 µM], -2%, 0%, 9%[57.1 µM], -1%, 2%, 11%
O=C(CSc1nc2ccccc2s1)c1cc2ccccc2o1
    65%[activator], -1, -1%, ?, 3%, -6%, ?, -8%, 8%
COc1ccc(CCNS(=O)(=O)c2ccc3[nH]c(=O)[nH]c3c2)cc1
    6%[57 µM], 3, 10%[57.1 µM], -11%, -5%, 9%[57.1 µM], 1%, -2%, -7%
Cc1noc(NS(=O)(=O)c2ccc(NC(=O)c3ccccc3NS(=O)(=O)c3ccc(F)c(F)c3)cc2)c1C
    19%, -13, 8%, -26%, 9%, 12%, -8%, i, 1%
c1ccc(-n2c(-c3ccco3)nnc2-c2ccco2)cc1
    31%, 0, 5%[57.1 µM], -8%, 11%, -19%, 1%, -1%, -13%
O=C(/C=C1\SC(=O)NC1=O)Nc1ccc(C(=O)O)cc1
    41%[activator], -2, -1%, ?, -3%, -4%, 0%, -4%, 0%
CC(=O)Nc1ccc(C(=O)OCC(=O)Nc2ccc(S(=O)(=O)N3CCOCC3)cc2)cc1
    20%, 3, -18%, -2%, 2%, -18%, 0%, -6%, -1%
O=C1N=C2SCCN2/C1=C\c1ccccc1Cl
    44%[activator], -20, -5%, -5%, 4%, 1%, 3%, -7%, 5%
O=C(NCc1ccco1)c1ccccc1
    11%, 0, 4%[57.1 µM], -9%, 6%, 20%[57.1 µM], 7%, 5%, 1%
Cc1ccc(C2=NCCNC2=O)c(C)c1
    24%, 2, -8%, -5%, 0%, 5%, 4%, -3%, 5%
CN(C)S(=O)(=O)c1cccc(NC(=O)CN2C(=O)NC(Cc3c[nH]c4ccccc34)C2=O)c1 (centres undefined)
    24%, -1, 11%[57.1 µM], -17%, 6%, 25%[57.1 µM], ?, -6%, 0%
COc1ccc(CNC(=O)C(C)Sc2nc(-c3ccccc3)cc(C(F)(F)F)n2)cc1 (centres undefined)
    45%[activator], -5, -5%, -21%, 12%, -1%, ?, -5%, 1%
CN(c1ccccc1)S(=O)(=O)c1ccc(C(=O)N2CCN(c3ccccc3Cl)CC2)cc1
    44%[activator], -1, -5%, -21%, 9%, 21%, 20%, -9%, -5%
CC(c1ccccc1)n1c(-c2ccncc2)n[nH]c1=S (centres undefined)
    15%, 7, 4%, -5%, 5%, -12%[57.1 µM], 1%, -5%, 6%
C=CCOc1cccc(C(=O)/C=C2/C(=O)Nc3ccccc32)c1
    -5%, 7, -2%, -18%, -1%, -13%, -4%, -1%, 21%
O=S(=O)(Nc1cccc2ccccc12)c1ccc2ccccc2c1
    ?, nt, 5%[0.457 µM], nt, nt, 6%, 2%, nt, nt
CC(C)(C)OC(=O)N1CCCN(C(=O)Nc2ccccc2)CC1
    12%, -1, 5%, -9%, -1%, 22%, -3%, 2%, 7%
CCOC(=O)C1Nc2ccc(OC(F)(F)F)cc2C2C=CCC12 (centres undefined)
    ?, -12, 12%[57.1 µM], -1%, -15%, ?, ?, -4%, 6%
COc1ccc2oc(C(=O)OC(C)C(=O)N3CCC(C)CC3)c(C)c2c1 (centres undefined)
    16%, -7, 50%[activator], -17%, 5%, -21%, 3%, -4%, 4%
CC(C(=O)Nc1ccc(Cl)cc1)N(C)Cc1cccs1 (centres undefined)
    96%[activator], 0, -2%, -18%, 5%, 7%, 1%, -4%, -3%
Nc1c(N(Cc2ccccc2)C(=O)CCc2ccccc2)c(=O)[nH]c(=O)n1Cc1ccccc1
    24%, 4, -4%, -13%, 4%, -3%, -17%, -9%, -8%
Cc1oc2ccc(OCc3cccc(Cl)c3)cc2c1C(=O)O
    13%, 4, -1%, -16%, -2%, 9%, 0%, i, 3%

Additional compounds
The line under a structure holds: HP1b binding inh, PI4K2A block, TrxR1 substrate, USP1-UAF1 inh, IDH1 R132H inh, TrxR1 inh, Pin1 inh, Tb PGK inh, GLS inhibitor
O=C(CS(=O)CC(=O)N(CC(=O)NC1CCCC1)C1CCCC1)Nc1ccc(F)cc1 (centres undefined)
    18%, 1, -4%, -1%, 3%, -19%, 2%, -8%, 8%
COc1ccc(/C=C/C(=O)NCCn2c(C)cc3ccccc32)cc1OC
    -4%, -3, -3%[57.1 µM], -24%, -6%, 6%[57.1 µM], -3%, 2%, 0%
COc1cccc(NC(=O)CN2CCN(c3nc(-c4cccc(OC)c4)cs3)CC2)c1
    -17%, 2, -13%, -10%, 1%, 26%[57.1 µM], 53%[activator], -4%, -2%
Cc1ccc(CNC(=O)c2nc(SCc3ccccc3F)ncc2Cl)cc1
    13%, 1, -1%, 4%, -1%, 18%, 0%, -5%, -11%
O=C(Nc1ccc2c(c1)OCO2)c1cnn2c1NC(c1ccco1)CC2C(F)(F)F (centres undefined)
    17%, -4, -8%, -2%, 4%, -11%, 3%, -5%, nt
CCCC1(C(=O)O)NC(c2ccccc2O)C2C(=O)N(Cc3ccccc3)C(=O)C21 (centres undefined)
    60%[activator], -1, -17%, 9%, -11%, -32%, 6%, 2%, 22%
CCc1nnc(NC(=O)CN2CCN(c3ccccc3OC)CC2)s1
    ?, -1, 14%, ?, 5%, 23%, 1%, -15%, -20%
CC(C)(C)c1nnc(NC(=O)CCn2cnc3ccccc3c2=O)s1
    38%, 1, -6%, -28%, -5%, 3%, 3%, i, -5%
CC(=O)/C(CN1CCCCC1)=N\O
    20%, -2, 10%, -18%, 2%, 10%, 1%, -3%, 43%[activator]
COCCCNc1nc2ccccc2nc1NS(=O)(=O)c1cc(Cl)ccc1Cl
    54%[activator], 0, 3%, -20%, -6%, -3%, -8%, 4%, 16%
CC(C)(C)c1ccc(Oc2ccc(NC(=O)c3ccco3)cn2)cc1
    15%, -2, -14%, -10%, 5%, 12%, 2%, -2%, 15%
Nc1nc(-c2ccccc2)cc(-c2ccccc2)n1
    39%[activator], 1, 14%, -4%, 1%, 15%, ?, -3%, 1%
O=C(Nc1cccc(S(=O)(=O)N2CCOCC2)c1)c1cn(-c2ccccc2)nc1-c1ccc(F)cc1
    28%, -2, 5%[57.1 µM], -1%, 9%, 18%, 1%, 1%, -4%
COc1ccccc1NC(=O)c1cn(C)c(=O)c2cc(OC)c(OC)cc12
    14%, -3, -7%, ?, 6%, -7%, -1%, 3%, 4%
Cc1cn2c(=O)cc(COc3cccc(NC(=O)c4ccccc4Cl)c3)nc2s1
    24%, 4, 1%, -1%, 5%, 19%, -7%, 7%, 2%
Cc1ccc(S(=O)(=O)N2CCOCC2)cc1C(=O)N1c2ccccc2Sc2ccccc21
    9%, 3, -5%[57.1 µM], ?, 9%, 21%[57.1 µM], -4%, i, 3%
O=[N+]([O-])c1ccc(/C=N/Nc2ncc(-c3ccccc3)cn2)cc1
    3%, 0, ?, 1%, 10%, 17%[57.1 µM], ?, i, -1%

Some of these compounds in order of SMILES length, smallest number first.
The line under a structure holds: HP1b binding inh, PI4K2A block, TrxR1 substrate, USP1-UAF1 inh, IDH1 R132H inh, TrxR1 inh, Pin1 inh, Tb PGK inh, GLS inhibitor
CC(C)(C)c1ccc(Oc2ccc(NC(=O)c3ccco3)cn2)cc1
    15%, -2, -14%, -10%, 5%, 12%, 2%, -2%, 15%
Cc1cn2c(=O)cc(COc3cccc(NC(=O)c4ccccc4Cl)c3)nc2s1
    24%, 4, 1%, -1%, 5%, 19%, -7%, 7%, 2%
O=C(Nc1cccc(S(=O)(=O)N2CCOCC2)c1)c1cn(-c2ccccc2)nc1-c1ccc(F)cc1
    28%, -2, 5%[57.1 µM], -1%, 9%, 18%, 1%, 1%, -4%
